Screening data (PubChem)
uPA surface inh – cell surface uPA generation inhibition | cell surface uPA generation assay, qHTS | Potency, µM (top dose mostly 38.3 µM), for inactives: at the top dose activity change, negative = inhibition, actives largely listed as inhibitors | 330,000 tested, 0.31% active; active = well fitted inhibition curve with a large enough effect; inconclusive = small, poorly fitted or top-dose-only effect; inactive = no such curve, though single readings can be large or run the other way; tested in mouse RAW 264.7 cells; also: potency is read from the fitted curve at half-maximal effect; % is scaled to controls: 0 for no effect and ±100 for the full control effect; nearly all actives have a fitted effect of over 55% in size
USP2a inh – inhibitors of human ubiquitin-specific protease USP2a | 330,000 tested, 0.01% active | Potency, µM (highest dose often 38.3 µM), inactives show top-dose activity change, negative = inhibition, most hits filed as inhibitors | AID 463254 | O75604 | USP2 core, Ub-CHOP2 coupled fluorogenic reporter, 485/531;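 also: potency is read from the fitted curve at half-maximal effect; plate controls were DMSO wells for no effect and full inhibition by NEM control for full effect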
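USP2 core (10nM final) preincubated 30min RT with compound in 20mM Tris-HCl pH 8.0, 2mM CaCl2, 2mM beta-mercaptoethanol, 0.05% CHAPS; 25nM Ub-CHOP2 plus 25nM reporter substrate added, fluorescence (Ex485/Em531) read after 60min.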
TRPV1 ag – activates the human vanilloid receptor TRPV1. TRPV1-expressing cells, Fluo-8 calcium influx, agonist mode. AID 540275. activation, % at 8.33 µM. 320,000 tested, 0.19% active; in the data active = activation above about 80%; inconclusive = between about 30% and that limit; also: 0% is about no effect
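Cells expressing TRPV1 were dye-loaded with Fluo-8 and read kinetically: 10 s baseline, 3 min after compound (agonist portion), then 2 min after EC20 capsaicin (allosteric enhancer portion). Calcium-bound dye fluorescence at 480/520 nm.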
B2AR arrestin – recruits beta-arrestin to the human beta2-adrenergic receptor; P07550; beta-arrestin recruitment to beta2AR, cell-based reporter; Potency, µM (titrated, usually from 46.1 µM), inactives show at the highest dose activation, actives largely listed as activators; 330,000 tested, 0.02% active; AID 492947;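 also: potency is read from the fitted curve at half-maximal effect; 0% = DMSO controls and full agonism = EC100 isoproterenol or metaproterenol; nearly all actives have a fitted effect of over 65% in size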
BRCA1 expr up – BRCA1 expression activation. MCF7-BRCA1-FFLuc reporter, luminescence, 48 h; response scale: scaled: vehicle 0%, 10 µM genistein 100%. Potency, µM (series often up to 46.1 µM), without a hit: top-dose activation, hits mostly activators. 380,000 tested, 1.1% active; also: potency is read from the fitted curve at half-maximal effect; nearly all actives have a fitted effect of over 80% in size; some results filed as inactive show a strong effect at the top dose
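MCF7-BRCA1-FFLuc cells, 2000/well in phenol-red-free MEM, attached 2 h then treated 48 h at 37 C. Luciferase luminescence read 15 min after reagent; normalized to genistein maximum activation (10microM) and DMSO, concentration-response fitted.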
Eya2 phos inh – inhibitors of human Eya2 phosphatase activity; AID 488837; Potency, µM (titrated, usually from 76.9 µM), for inactives: at the highest dose activity, negative = inhibition, usual class: inhibitors; recombinant Eya2, OMFP fluorescence dephosphorylation (OMFP is methylfluorescein phosphate); 330,000 tested, 0.006% active; O00167; also: potency is read from the fitted curve at half-maximal effect; % is scaled to controls: 0 for no effect and ±100 for the full control effect
Target sequence (O00167 whole entry, looked up): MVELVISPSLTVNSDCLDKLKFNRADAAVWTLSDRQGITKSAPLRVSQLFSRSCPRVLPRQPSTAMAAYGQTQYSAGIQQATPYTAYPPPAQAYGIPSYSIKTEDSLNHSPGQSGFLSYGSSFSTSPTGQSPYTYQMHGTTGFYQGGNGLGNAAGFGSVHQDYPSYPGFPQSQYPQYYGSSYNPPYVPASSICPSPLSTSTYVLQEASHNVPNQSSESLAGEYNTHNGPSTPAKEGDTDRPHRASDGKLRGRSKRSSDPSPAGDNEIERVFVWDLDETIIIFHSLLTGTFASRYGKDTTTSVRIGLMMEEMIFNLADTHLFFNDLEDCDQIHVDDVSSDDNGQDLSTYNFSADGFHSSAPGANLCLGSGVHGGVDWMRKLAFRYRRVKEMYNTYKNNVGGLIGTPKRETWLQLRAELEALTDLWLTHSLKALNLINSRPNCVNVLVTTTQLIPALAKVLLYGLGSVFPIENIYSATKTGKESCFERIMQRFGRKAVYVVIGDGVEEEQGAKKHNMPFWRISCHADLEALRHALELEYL
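Eya2 protein (added as 0.2 uM solution) was preincubated with compound for 10 min at ambient temperature in 50 mM HEPES pH 7.5, 50 mM NaCl, 5 uM MgCl2, 0.05% BSA, 1 mM DTT. OMFP (added at 50 uM) then reacted 10 min; fluorescence read at 485/525 nm.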
Integrin act MD – activators of alpha7 integrin expression for muscular dystrophy. Potency, µM (doses to about 38.3 µM), for the others: top-dose activation, actives largely listed as activators. AID 624291. alpha7betagal myoblasts, beta-gal FDG fluorescence, 48 h. 350,000 tested, 0.064% active;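 also: potency is read from the fitted curve at half-maximal effect; 100% = response of the positive control SU9516; nearly all actives have a fitted effect of over 60% in size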
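alpha7betagal+/- myoblasts (passage 13, 250/well) treated 48 h at 37C with compounds at 1:260 dilution of DMSO stock. Lysed, then beta-galactosidase activity read as FDG fluorescence (ex 480/em 540) after 30 min, with pre-read for autofluorescence.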
S-ASM inh – human S-ASM enzyme inhibition; 340,000 tested, 0.006% active; P17405; placental ASM, HMU-PC fluorogenic substrate, 60 min; AID 504937; Potency, µM (doses to about 57.5 µM), inactives show at the highest dose activity change, negative = inhibition, actives largely listed as inhibitors; also: potency is read from the fitted curve at half-maximal effect
Target sequence (P17405 47-631 limits assumed): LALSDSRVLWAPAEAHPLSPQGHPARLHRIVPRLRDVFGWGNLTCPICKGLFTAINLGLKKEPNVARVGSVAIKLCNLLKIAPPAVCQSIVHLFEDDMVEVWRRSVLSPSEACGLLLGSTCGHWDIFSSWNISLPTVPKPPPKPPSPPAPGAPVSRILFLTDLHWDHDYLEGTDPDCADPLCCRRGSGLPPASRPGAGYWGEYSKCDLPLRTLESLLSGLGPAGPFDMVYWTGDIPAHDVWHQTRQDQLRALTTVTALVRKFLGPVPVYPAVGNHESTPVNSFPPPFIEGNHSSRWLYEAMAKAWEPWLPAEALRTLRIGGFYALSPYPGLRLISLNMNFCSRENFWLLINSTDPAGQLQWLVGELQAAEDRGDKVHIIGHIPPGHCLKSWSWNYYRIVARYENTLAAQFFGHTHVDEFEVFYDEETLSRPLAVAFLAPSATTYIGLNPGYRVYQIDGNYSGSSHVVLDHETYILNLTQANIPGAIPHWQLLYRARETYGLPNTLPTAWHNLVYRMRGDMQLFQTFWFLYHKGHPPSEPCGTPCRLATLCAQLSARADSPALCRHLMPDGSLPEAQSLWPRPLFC
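Fluorogenic HMU-PC substrate (9 uM final) is turned over by placental ASM in 60 min at 37 C after a 10 min compound preincubation. Reaction ended by alkaline stop (pH 10), with fluorescence read at 386/447 nm.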
TSG101-PTAP inh – blocks PTAP/TSG101 interaction to inhibit HIV-1 budding. Q99816. Fluorescence polarization, FITC-PTAP peptide / Tsg101 binding. AID 493005. 340,000 tested, under 10 active. Potency, µM (doses to about 115 µM), for the others: top-dose activity change, negative = inhibition, usual class: inhibitors; active = well fitted inhibition curve with a large enough effect in the main read-out, with a control signal flat, not every such curve was filed as active; inconclusive = small, poorly fitted or top-dose-only effect, or effect the other way, or a change in a side signal; inactive = no such curve, though single readings can be large or run the other way; also: potency is read from the fitted curve at half-maximal effect; % of control where 0% means no effect
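Fluorescence anisotropy tracks displacement of a FITC-tagged PTAP peptide (50 nM) from the Tsg101 binding domain (10 uM), following a 20 min room-temperature incubation at pH 7.5.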
p53 reactivator – re-activators of mutant p53 | H1299 p53-A138V BP100-luciferase reporter, luminescence, 24 h | Potency, µM (top dose mostly 92.2 µM), for inactives: top-dose activity change, positive = activation, usual class: activators | 320,000 tested, 0.063% active | AID 504706; also: potency is read from the fitted curve at half-maximal effect; % of control where 0% means no effect; nearly all actives have a fitted effect of over 45% in size
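H1299 (p53-null), stable ts p53-A138V + BP100-Luc; 1000 cells/well, Opti-MEM/10% FBS; cpd 4 pt, 1:5; 24 h, 37 deg C, 5% CO2; detection reagent 10 min RT; luminescence.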
ELG1 genotoxic – genotoxicity induction in ELG1-luciferase HEK293T cells. HEK293T ELG1-luciferase reporter, luminescence, 16 h. 330,000 tested, 1.3% active. Potency, µM (top dose mostly 46 µM), for the others: top-dose activity change, positive = activation, usual class: activators; also: potency is read from the fitted curve at half-maximal effect; % of control where 0% means no effect; nearly all actives have a fitted effect of over 60% in size
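Quantitative HTS format in 1536-well plates. HEK293T ELG1-luciferase reporter cells receive test compound and are incubated 16 hr at 37 °C, 5% CO2; ONE-Glo added, 30 min room temperature, then luminescence read.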
The depositor's hits bear a star; ? = inconclusive; . = not tested or not shown; & = joins results of further samples; [ ] = remark or other dose. Unless noted, calls follow the shape of the dose curve; as a rule, active = well fitted curve in the direction sought with a large enough effect; inconclusive = small, poorly fitted or top-dose-only effect, or another doubt; inactive = no such curve, though single readings can be large; an effect the other way counts as inactive or inconclusive.

#	Structure	BRCA1 expr up	p53 reactivator	B2AR arrestin	USP2a inh	Eya2 phos inh	S-ASM inh	ELG1 genotoxic	TRPV1 ag	Integrin act MD	uPA surface inh	TSG101-PTAP inh
1	CCN(CC)CCNC(=O)C(C(=O)c1ccccc1)n1ccccc1=O (stereo unspecified)	4%	0%	0.3%	1%	-7%	-5%	0%	2	4%	8%	-6%
2	Oc1c(Cl)cc(Cl)cc1C=Nc1ccc(N2CCOCC2)cc1	3%	1%	0.4%	1%	-11%	-3%	3%	2	-16%	6%	19%
3	COc1ccccc1-n1c(SC)nc2c(sc(=S)n2-c2ccccc2)c1=O	-13%	1%	-0.8%	-2%	?	0%	-5%	0	13%	5%	0%
4	Cc1ccc(C(=O)NCCONC(=O)c2ccc(C)cc2)cc1	8%	-1%	-0.9%	1%	-11%	2%	5%	9	-5%	-1%	2%
5	COc1ccc2cc(C(=O)C3CCCN(C(=O)CSc4nnc(C)o4)C3)ccc2c1 (stereo unspecified)	-41%	-2%	-0.1%	1%	14%	3%	-6%	9	23%	1%	3%
6	Cc1cc(C)c(S(=O)(=O)N2CCN(c3ccc([N+](=O)[O-])c(-n4nc(C)cc4C)c3)CC2)c(C)c1	-36%	3%	-0.3%	0%	17%	-9%	-4%	-3	-4%	.	-8%
7	CN1CC(c2ccccn2)C2(SC(=S)N(Cc3ccccc3)C2=O)C12C(=O)Nc1ccccc12 (stereo unspecified)	-75%	-2%	-0.5%	-1%	4%	-6%	-4%	3	-5%	-8%	.
8	CCCOc1ccc(C(=O)NCC2OCCc3ccccc32)cc1OC (stereo unspecified)	-18%	-2%	-1.1%	-6%	0%	4%	-2%	-8	-22%	0%	1%
9	CN(Cc1ccc(OC(F)F)cc1)Cc1nc2c(Br)cc(Br)cc2c(=O)[nH]1	-31%	-2%	0.4%	1%	1%	-3%	-9%	-1	10%	14%	9%
10	CCCCCN(C(=O)CN1CCC(Cc2ccccc2)CC1)c1c(N)n(CCCC)c(=O)[nH]c1=O	-24%	7%	0.2%	1%	18%	12%	0%	1	-50%[inhibitor]	0%	3%
11	COc1ccc(-n2c(SCC(=O)NCc3cccs3)nc3[nH]ncc3c2=O)cc1	-1%	-2%	0.1%	-2%	-3%	1%	8%	2	-16%	-3%	0%
12	COc1ccc(C2(C(=O)NC3CCCCC3)CCOCC2)cc1OC	-2%	-1%	0.0%	3%	6%	5%	1%	1	23%	-1%	-2%
13	Cc1cc(Cl)ccc1C(=O)C1CCCN(C(=O)CCn2cnnn2)C1 (stereo unspecified)	-29%	0%	-1.0%	0%	-7%	-1%	0%	5	0%	-2%	3%
14	CCOc1ccc(S(=O)(=O)Nc2ccc(C(=O)NCC3(N4CCCCC4)CCCCC3)cc2)cc1	-11%	4%	0.3%	-2%	4%	-3%	9%	-6	-57%[inhibitor]	-3%	-3%
15	CCN(c1ccccc1)S(=O)(=O)c1ccc2[nH]cc(C(=O)NCCOC)c(=O)c2c1	2%	-13%	-0.3%	-1%	11%	-1%	-12%	-3	-19%	-7%	0%

(next part)
#	Structure	BRCA1 expr up	p53 reactivator	B2AR arrestin	USP2a inh	Eya2 phos inh	S-ASM inh	ELG1 genotoxic	TRPV1 ag	Integrin act MD	uPA surface inh	TSG101-PTAP inh
16	CC(C)NC(=S)NC(c1ccccc1)(c1ccccc1)c1ccccc1	-15%	27%	4.0%	-3%	-3%	-1%	-8%	?	16%	?	3%
17	COc1cc(/C=N/NC(=O)CN2CCOCC2)ccc1OCc1ccccc1	?	25%	0.1%	0%	2%	1%	12%	-2	6%	1%	0%
18	O=C(c1cccc(S(=O)(=O)N2CCCC2)c1)N(Cc1ccco1)C1CCS(=O)(=O)C1 (stereo unspecified)	12%	-3%	0.1%	2%	4%	2%	2%	-1	2%	2%	0%
19	CC(C)n1ncc2c(C(=O)Nc3ccc(CC#N)cc3)cc(C3CC3)nc21	-47%	4%	0.4%	-3%	-29%	-16%	-5%	?	0%	1%	-2%
20	CC1(C)CC(=O)C2=C(C1)Nc1ccccc1[S@]2=O	1%	7%	0.2%	1%	-5%	9%	1%	1	16%	-2%	2%
21	COc1ccc(C(=O)N2C(=O)c3ccc(N)cc3C2=O)cc1	?	1%	-0.2%	-1%	4%	17%	?	-5	2%	-7%	1%
22	C/C(Cc1ccccc1)=N\NC(=O)CNC(=O)COc1cccc(C)c1	10%	-1%	0.3%	3%	-1%	-5%	0%	0	-23%	8%	-2%
23	CNC(=O)N1CCN(C(=O)NC)CC1	4%	1%	0.4%	4%	12%	1%	0%	-1	19%	1%	-7%
24	Cc1noc(C)c1COC(=O)c1ccccc1NC(=O)c1ccco1	-12%	13%	-0.2%	0%	-2%	5%	0%	15	-22%	-8%	-10%
25	Cc1nc2nc[nH]n2c(=O)c1CCOC(=O)c1c(F)cccc1F	15%	-3%	-1.4%	4%	16%	1%	2%	-1	13%	2%	1%
26	Cc1cc(C)c2ccc(=S)[nH]c2n1	-23%	-7%	0.0%	1%	?	-1%	-4%	-2	5%	0%	-4%
27	Cc1ccc(NC(=O)C2CC(=O)OC23CCOC(C)(C)C3)cc1 (stereo unspecified)	-17%	-2%	0.0%	2%	-9%	3%	-1%	-2	2%	2%	0%
28	NC(=O)C1(c2ccccc2)CCCN1C(=O)c1ccccc1Br (stereo unspecified)	2%	-2%	-0.3%	0%	13%	1%	1%	-1	2%	0%	-1%
29	CC[C@@H](C)[C@H](NC(=O)Cc1c(C)c2cc3c(C)coc3c(C)c2oc1=O)C(=O)O	0%	-3%	0.1%	3%	-3%	48%[activator]	-1%	3	1%	-4%	-3%
30	COc1ccc(Cl)cc1-n1c(C)cc(C(=O)O)c1C	-1%	0%	-0.3%	1%	2%	-17%	7%	0	3%	-1%	-1%

New compounds follow.
#	Structure	BRCA1 expr up	p53 reactivator	B2AR arrestin	USP2a inh	Eya2 phos inh	S-ASM inh	ELG1 genotoxic	TRPV1 ag	Integrin act MD	uPA surface inh	TSG101-PTAP inh
31	c1ccc(N2CCN(Cc3ccc4c(c3)OCO4)CC2)nc1	-2%	.	.	.	.	-1%	.	.	22%	11%	-1%
32	CC(C)COn1c(=S)[nH]c2ccccc2c1=O	30%	-2%	-0.8%	3%	3%	0%	?	13	6%	.	-4%
33	O=C(Oc1ccccc1)c1ccc(-n2cnnn2)cc1	8%	-7%	-1.0%	2%	-7%	-5%	0%	-1	15%	0%	-5%
34	COc1cc(C=Nc2ccccc2C(=O)Nc2ccccc2)cc(OC)c1OC	41%	0%	1.1%	3%	-6%	224%[activator]	1%	-1	1%	-1%	-7%
35	CCCCCC1CCC(C(=O)NNC(=S)NCC)CC1 (stereo unspecified)	-47%	-6%	-0.4%	0%	8%	0%	-7%	11	-35%	.	-7%
36	CCc1ccc(Nc2n[n+](-c3ccccc3)c(-c3ccc(C(=O)O)cc3)s2)cc1	-9%	.	-1.5%	0%	10%	5%	9%	-3	6%	22%	.
37	O=C(NC(=O)c1ccc(Cl)cc1)OC1CCCCC1	13µM*	26%	-0.8%	1%	6%	-1%	17%	?	-13%	-4%	-1%
38	c1coc(CNc2ncnc3nc[nH]c23)c1	6%&33%	1%	0.0%	2%	-3%	2%	9%	1	.	-12%	0%
39	COc1ccccc1OCCCC(=O)Nc1ccc(N2CCOCC2)cc1	-5%	-7%	0.3%	0%	-13%	5%	-2%	-7	15%	-27%	-1%
40	Cc1ccc(NS(=O)(=O)c2ccc3c(c2)NC(=O)CCS3)cc1F	-3%&33%	-10%	0.1%	3%	2%	3%	-6%	?	13%	-3%	-1%
41	COc1ccc(C2N(c3ccc(OC)cc3)C(=S)N3CCCN23)cc1 (stereo unspecified)	-13%	8%	-1.4%	-1%	4%	-1%	4%	1	-11%	2%	-1%
42	O=C(c1ccc(COc2ccc3c(c2)CCC3)o1)N1CCN(c2ccccc2)CC1	?	.	.	.	.	-10%	.	.	-8%	-29%	0%
43	CCOC(=O)c1ccc(CSc2nnc(-c3ccncc3)n2N)cc1	19%	.	.	.	.	4%	.	2	22%	0%	-6%
44	Cc1ccc2nc(Cl)c(-c3ccccc3)cc2c1	17%	.	.	.	.	-7%	.	.	9%	1%	0%
45	CC(OC(=O)c1ccc(Br)o1)C(=O)Nc1ccc2c(c1)OCCO2 (stereo unspecified)	-4%	6%	-0.2%	-1%	19%	0%	2%	5	25%	2%	-3%
46	CCOc1ccc2nc(N3C(=O)CNC3=S)sc2c1	3%	?	4µM*	0%	-22%	1%	21µM*	0	-44%	-11%	-1%
47	COc1cccc(OC)c1C(=O)N1CCNCC1	-3%	13%	-1.3%	3%	-1%	2%	-1%	-1	31%	4%	-1%
